Alkaline phosphatase: human TNAP enzyme inhibitors, biochemical, luminescent (AID 518); purified TNAP enzyme, luminescent substrate readout; higher % means a stronger effect; hit rate 0.09% among 64,000; inhibition, % at 20 µM, or IC50 in µM where a hit was titrated; in the data active means a potency from the dose series; inactive means the rest, 99 in 100 with inhibition below about 22%;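 further: plate controls were vehicle for no effect and reference inhibitor for full effect; many of its hits are not listed in these tables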
Spn PMK inh: blocks S. pneumoniae phosphomevalonate kinase; inhibition, % at 10 µM; hit rate 0.49% among 65,000; purified PMK, PK/LDH-coupled NADH absorbance 340 nm;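 active means top-ranked compounds by inhibition in the single 10 µM screen, taking a fixed number of the strongest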;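 further: 0% = full reaction with DMSO carrier and 100% = background rate without enzyme reaction; no value below 0 was filed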
Spn MK inh: blocks S. pneumoniae mevalonate kinase; purified MK, PK/LDH-coupled NADH absorbance 340 nm; inhibition, % at 10 µM; hit rate 0.48% among 65,000;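 active means ranked among the strongest by inhibition in the single 10 µM screen, a fixed top-ranked set picked for dose follow-up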; further: no value below 0 was filed
LYP phosphatase: LYP phosphatase inhibitors, primary screen, biochemical, DiFMUP fluorescence, recombinant catalytic domain, 10 µM (AID 606); recombinant LYP catalytic domain, DiFMUP fluorescence; higher % means a stronger effect; one-dose inhibition, % at 10 µM; IC50 in µM for titrated hits; 52,000 tested, under 10 active;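 active means IC50 under 40 µM in the dose-response test; inactive means IC50 of 40 µM or more, or never dose-tested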
HT1080 cytotoxicity: cytotoxicity in HT1080 fibrosarcoma cells, cell-based, fluorescence readout (AID 620); HT1080 viability, fluorescence; higher % means a stronger effect; hit rate 0.42% among 87,000; cytotoxicity, % at 10 µM; hits with a dose series show EC50 in µM;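 further: cells exposed to compound overnight then 4 h with Alamar Blue; 0% = vehicle DMSO and 100% = killing control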
HPDE-C7 cytotoxicity: HPDE-C7 pancreatic duct cell viability loss – fluorescence, HTS (AID 430) | HPDE-C7 pancreatic duct cells viability, fluorescence; higher % means a stronger effect | one-dose cytotoxicity, % at 10 µM; EC50 in µM for titrated hits | hit rate 1.8% among 63,000;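 further: cells exposed to compound for 48 hours before viability readout; 0% = vehicle and 100% = reference cytotoxic drug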
KRASV12 cytotoxicity: viability loss of HPDE-C7K cells – cell-based, fluorescence, HTS, primary screen (AID 431); HPDE-C7K KRASV12 cells, Alamar Blue viability, 48 h; higher % means a stronger effect; one-dose cytotoxicity, % at 10 µM; EC50 in µM for titrated hits; hit rate 1.7% among 63,000;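 active means compounds whose percent cytotoxicity in the single-dose primary screen, scaled between solvent and toxic-drug controls, exceeds 50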;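 further: 0% = DMSO solvent wells and 100% = doxorubicin-treated wells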
Bfl-1 displacement: Bfl-1 inhibitors, primary screen, biochemical, fluorescence polarization, FITC-Bid, mouse (AID 432); FITC-Bid BH3 peptide fluorescence polarization displacement; higher % means a stronger effect; displacement, % at 20 µM, or IC50 in µM where a hit was titrated; hit rate 0.02% among 64,000; in the data active means a potency from the dose series; inactive means the rest, 99 in 100 with displacement below about 15%; further: strong numbers were not always called active
Spn DPM-DC inh: blocks S. pneumoniae diphosphomevalonate decarboxylase. calls only at 10 µM. AID 556. purified DPM-DC, PK/LDH coupled NADH fluorescence. hit rate 0.49% among 65,000;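 active means the 320 compounds with the highest percent inhibition in the single-dose primary screen, excluding strongly autofluorescent ones, cut at about 32% in these data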;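 further: kinetic rate of NADH fluorescence loss reporting ADP formed by the decarboxylase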
Spn PMK inh pilot replicates: also measured in Spn PMK inh; calls as there; inhibition, %; measured here: pilot screen replicates
Spn MK inh pilot replicates: second read-out of Spn MK inh, no call of its own (marks repeat the call); inhibition, %; measured here: pilot screen replicates
Spn DPM-DC inh pilot screen %: recorded beside Spn DPM-DC inh, whose call it bears; inhibition, %; measured here: pilot screen trials
* marks the source's active call; other numbers are inactive results; i = inactive; nt = no result given. Unless noted, no stated cut-off is given here; in the data, active means cytotoxicity above about 50%; inactive means the rest. An unsorted share of the library; about 3.3% have a hit in one of these screens.

SMILES | Alkaline phosphatase | Spn PMK inh | Spn MK inh | LYP phosphatase | HT1080 cytotoxicity | HPDE-C7 cytotoxicity | KRASV12 cytotoxicity | Bfl-1 displacement | Spn DPM-DC inh | others
Nc1[nH]nc2nc(N3CCCC3)nc(-c3ccccc3)c12 | 5% | 16 | 9 | nt | 4% | -2% | -2% | -3% | i | Spn PMK inh pilot replicates=1.0;Spn MK inh pilot replicates=0.0;Spn DPM-DC inh pilot screen %=3.5
C=C(C)CSc1nnc2[nH]c(=O)cc(N)n12 | 20% | 11 | 3 | 5% | -6% | 21% | 17% | -2% | i | Spn PMK inh pilot replicates=6.0;Spn MK inh pilot replicates=3.5;Spn DPM-DC inh pilot screen %=4.5
CC1(C)Cc2c(sc3[nH]c(=S)n(Cc4ccco4)c(=O)c23)CO1 | 5% | 5 | 0 | -1% | -9% | 2% | -14% | -1% | i
Cc1cc(NS(=O)(=O)c2ccc(NC(=O)Nc3ccc4c(c3)OCO4)cc2)no1 | 17% | 6 | 11 | 7% | 0% | -6% | 8% | 1% | i | Spn PMK inh pilot replicates=1.5;Spn MK inh pilot replicates=0.0;Spn DPM-DC inh pilot screen %=0.0
CCCCCn1c(CN2CCN(c3cc(Cl)ccc3C)CC2)nc2c1c(=O)[nH]c(=O)n2C | 8% | 4 | 2 | 17% | 4% | 13µM* | nt | 0% | i
CCN(CC(N)=O)S(=O)(=O)c1ccc(Br)cc1 | -7% | 2 | 3 | 11% | -4% | -6% | -13% | 0% | i
Cc1cccc(-n2ncc3c(NCCCn4ccnc4)ncnc32)c1 | 12% | 3 | 7 | 15% | 1% | -7% | 6% | -2% | i | Spn PMK inh pilot replicates=1.5;Spn MK inh pilot replicates=0.0;Spn DPM-DC inh pilot screen %=0.0
COc1ccc(NC(=O)c2cc(Cl)ccc2NC(=O)c2ccco2)c(OC)c1 | 6% | 0 | 30 | nt | 4% | 2% | -5% | -2% | nt
CCOC(=O)C1=C(c2ccccc2)NC(SCC(=O)Nc2ccc(C)cc2)=C(C#N)C1c1ccco1 (stereo not drawn) | 12% | 0 | 0 | 0% | 2% | 10% | 15% | -12% | i
O=C(COC(=O)c1ccccc1NC(=O)c1ccco1)NCCC1=CCCCC1 | 7% | 14 | 9 | 3% | -1% | -6% | -6% | 0% | nt
CCS(=O)(=O)n1nc(-c2ccccc2)nc1N | 13% | 1 | 5 | 2% | 2% | -6% | -9% | -3% | i
COc1cc(OC)c(CN2CCN(c3ccc(F)cc3)CC2)cc1Br | 10% | 0 | 30 | nt | 2% | 20% | 25% | -3% | i
NC(=O)CSc1nc2ccccc2n1Cc1ccccc1F | 6% | 0 | 8 | 9% | 7% | 1% | -21% | -4% | i
O=C(Nc1ccc2c(c1)OCO2)C1CCCN(S(=O)(=O)Cc2ccccc2)C1 (stereo not drawn) | 13% | 0 | 6 | -7% | 4% | -4% | -3% | -3% | i
NC(=O)c1c(N)sc(=S)n1-c1ccccc1 | 10% | 6 | 11 | 8% | 22% | -24% | -17% | 2% | i
COc1ccc(OCC(=O)Nc2ccc(NC(=O)c3ccco3)cc2)cc1 | 8% | 0 | 1 | 12% | 21% | 2% | 2% | 3% | i
Cc1cc2ccccc2n1CCNC(=O)C1CCCC1 | -3% | 0 | 4 | 21% | 6% | -16% | -14% | 0% | i
CC1CCCC(C)N1S(=O)(=O)c1ccc(NC(=O)CNCC2CCCO2)cc1 (stereo not drawn) | 3% | 9 | 2 | -2% | -2% | -7% | -12% | -3% | i
Cc1ccc(S(=O)(=O)c2ccc(Cl)cc2)cc1S(=O)(=O)N1CCOCC1 | 0% | 2 | 0 | 11% | 4% | -10% | -1% | -8% | i
Cc1ncoc1C(=O)Nc1ccccc1-c1ccccc1 | 7% | 11 | 3 | nt | -6% | -10% | 1% | 1% | i
O=C(Nc1ccc2c(c1)OCO2)c1cccc2c1C(=O)N(Cc1cccnc1)C2 | 14% | 11 | 7 | nt | -4% | -9% | -2% | -5% | i
Clc1cccc(CSc2nnc([C@@H]3CCCN3)o2)c1 | 4% | 0 | 10 | 9% | 8% | 0% | -9% | -3% | i
Cc1ccc(S(=O)(=O)NC(=O)NC(C)(C)C)cc1 | 1% | 2 | 8 | 3% | 9% | 2% | 12% | -8% | i
COc1ccc(CNC(=O)c2ccccc2SC)cc1 | 4% | 12 | 9 | -10% | -1% | -8% | 2% | -6% | i
Cc1c(NC(=O)OCCNC(=O)Nc2ccccc2)sc(=S)n1C | 9% | 7 | nt | nt | 5% | 0% | -2% | -5% | i
Cc1cccc(N(Cc2cc3ccccc3[nH]c2=O)C(=O)c2ccco2)c1C | 11% | 19 | 0 | -12% | -3% | -8% | 4% | -9% | i
O=C(NCc1cccnc1)c1ccccc1Br | 4% | 4 | 7 | 16% | 1% | -15% | -4% | 2% | i | Spn PMK inh pilot replicates=2.0;Spn MK inh pilot replicates=0.0;Spn DPM-DC inh pilot screen %=1.5
O=C(CSc1ncnc2c1oc1ccccc12)Nc1ccc2c(c1)OCCO2 | nt | 0 | 8 | 8% | 7% | nt | nt | nt | i
O=C(C1CCCCC1)N1CCC(n2nnc3ccccc32)CC1 | 1% | 5 | 6 | 8% | -2% | -2% | -5% | 0% | i
Cc1ccc(N2CC(C(=O)OCc3ccccc3)CC2=O)cc1 (stereo not drawn) | 11% | 0 | 6 | 9% | 3% | -2% | 3% | 1% | i
CCN(CC)CCN1C(=O)C(=O)/C(=C(/O)c2ccc(F)cc2)C1c1ccncc1 (stereo not drawn) | -2% | 4 | 0 | 14% | 9% | -5% | 3% | 4% | i
COc1ccc(S(=O)(=O)N2CCN(CCO)CC2)cc1-c1nnc2c3ccccc3c(C)nn12 | 6% | 17 | 11 | 14% | nt | 2% | 4% | -4% | i
Cc1ccc(C(=O)N2CCCC(c3nc4c(nnn4Cc4ccccc4)c(=O)[nH]3)C2)cc1 (stereo not drawn) | 10% | 8 | 5 | 5% | 2% | -10% | -5% | -3% | i | Spn PMK inh pilot replicates=5.0;Spn MK inh pilot replicates=3.5;Spn DPM-DC inh pilot screen %=1.0
COc1cc(C(c2sc3ncnn3c2O)N2CCN(c3ccccc3F)CC2)cc(OC)c1OC (stereo not drawn) | 4% | 9 | 7 | 12% | 0% | -4% | 5% | 7% | i
O=C(Nc1ccccc1C1CC1)c1cccs1 | 6% | 3 | 0 | -9% | -4% | -5% | 3% | 1% | i
Cc1cccc(N2CCN(C(=O)C34CC5CC(CC(C5)C3)C4)CC2)c1C | 7% | 17 | 10 | 5% | -8% | 17% | 48% | 7% | i
Cc1ccc(CNC(=O)CS(=O)Cc2nc(-c3cccs3)oc2C)cc1 (stereo not drawn) | -1% | 16 | 15 | -2% | 0% | -6% | -13% | -2% | i
CS(=O)(=O)N(Cc1ccccc1)c1ccccc1C(=O)O | 6% | 0 | 3 | -6% | nt | 2% | 4% | -8% | i
O=C(CSc1nc2cc(Cl)ccc2o1)c1cccs1 | 9% | 2 | 3 | 7% | -8% | -7% | -22% | -6% | i
O=C(CCN1C(=O)c2ccccc2C1=O)N1CCC(c2ccccc2)C1 (stereo not drawn) | 13% | 7 | 7 | 7% | 28% | 7% | 3% | -13% | i

Structures from the list above containing a Cl atom, in the order listed:
SMILES | Alkaline phosphatase | Spn PMK inh | Spn MK inh | LYP phosphatase | HT1080 cytotoxicity | HPDE-C7 cytotoxicity | KRASV12 cytotoxicity | Bfl-1 displacement | Spn DPM-DC inh | others
CCCCCn1c(CN2CCN(c3cc(Cl)ccc3C)CC2)nc2c1c(=O)[nH]c(=O)n2C | 8% | 4 | 2 | 17% | 4% | 13µM* | nt | 0% | i
COc1ccc(NC(=O)c2cc(Cl)ccc2NC(=O)c2ccco2)c(OC)c1 | 6% | 0 | 30 | nt | 4% | 2% | -5% | -2% | nt
Cc1ccc(S(=O)(=O)c2ccc(Cl)cc2)cc1S(=O)(=O)N1CCOCC1 | 0% | 2 | 0 | 11% | 4% | -10% | -1% | -8% | i
Clc1cccc(CSc2nnc([C@@H]3CCCN3)o2)c1 | 4% | 0 | 10 | 9% | 8% | 0% | -9% | -3% | i
O=C(CSc1nc2cc(Cl)ccc2o1)c1cccs1 | 9% | 2 | 3 | 7% | -8% | -7% | -22% | -6% | i

Continuation.
SMILES | Alkaline phosphatase | Spn PMK inh | Spn MK inh | LYP phosphatase | HT1080 cytotoxicity | HPDE-C7 cytotoxicity | KRASV12 cytotoxicity | Bfl-1 displacement | Spn DPM-DC inh | others
Cc1cc(NC(=O)CSc2nc3c(c(=O)n2-c2ccc(Br)cc2)SCC3)no1 | nt | 15 | 0 | 7% | -1% | nt | nt | nt | i
CCCCC(CC)CNC(=O)C1CCCN(S(=O)(=O)c2cnc[nH]2)C1 (stereo not drawn) | 17% | 2 | 2 | -4% | -6% | 3% | 11% | -6% | i | Spn PMK inh pilot replicates=3.0;Spn MK inh pilot replicates=1.0;Spn DPM-DC inh pilot screen %=0.0
CCCc1nnc(NC(=O)c2c(O)c3cccc4c3n(c2=O)CC4)s1 | 10% | 15 | 5 | 11% | 1% | 37% | 44% | 9% | i
Cc1ccccc1OCCCC(=O)Nc1ccc(N2CCOCC2)cc1 | 5% | 0 | 1 | 8% | 1% | -6% | 1% | -4% | i
O=C1CCCc2nn(-c3ccccc3)c(-c3ccncc3)c21 | 6% | 17 | 0 | 12% | -2% | -1% | 5% | -5% | i
Cc1onc(-c2ccccc2)c1C(=O)N1CC(C)OC(C)C1 (stereo not drawn) | 4% | 0 | 6 | nt | -2% | -14% | -25% | -5% | i
Cc1cc2nc(C3CCN(Cc4nnnn4Cc4cccs4)CC3)[nH]c2cc1C | 32% | 0 | 1 | 8% | -1% | 4% | 8% | -5% | i
COc1cccc(C(=O)Nc2c(C)n[nH]c2C)c1 | -4% | 6 | 14 | 12% | -1% | -14% | -2% | -3% | i
O=C(O)c1ccccc1-c1ccccc1C(=O)NCc1ccco1 | 8% | 11 | 15 | -1% | 1% | 1% | 0% | 1% | i

Source: PubChem BioAssay
